Assay outcomes as filed in PubChem.
PKM2 act: PKM2 (human) enzyme activation; P14618; purified PKM2, Kinase-Glo ATP luminescence, activation; response scale: 0% is enzyme alone, no compound; Potency, µM (doses to about 57.5 µM), without a hit: top-dose activation, actives largely listed as activators; 260,000 compounds, 0.34% hits; AID 1631; further: potency means the concentration at half of the fitted maximal effect; on the % scale 0 is the no-effect control and ±100 the full control effect; nearly all actives have a fitted effect of over 55% in size
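hPK-M2, >95% pure; 0.1 mM ADP / 0.5 mM PEP final; imidazole pH7.2 buffer w/ 7 mM MgCl2, 50 mM KCl; 1 h RT; Kinase-Glo lum. Intermediate enzyme activity for dual inhibitor/activator qHTS.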
Chronic BCR inh: chronic active BCR signaling inhibition. ABC-DLBCL IkBa-CBG/CBR reporter, luminescence ratio, 4 h. Potency, µM (series often up to 46.1 µM), without a hit: top-dose ratio change, negative = lower green/red ratio, most hits filed as inhibitors. 340,000 compounds, 0.05% hits. AID 493014; active means well fitted inhibition curve with a large enough effect in the signal ratio, with a control signal flat, not every such curve was filed as active; inconclusive means small, poorly fitted or top-dose-only effect, or effect the other way, or a change in a side signal; the % refers to the signal ratio;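 further: potency means the concentration at half of the fitted maximal effect; plate controls were basal doxycycline-induced cells for no effect and cells given 10 µM MG132 for full effect; MG132 reads +100%, hits lower the ratio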
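Cell line TMD8 (human ABC DLBCL), stably expressing tet-inducible CBG68-IkBa fusion and CBR; IMDM/0.5% FBS; cpd up to 46 uM; dox induction, 4 h, 37C/5% CO2; dual luminescence; green/red ratio; MG132 control.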
Mito fusion yeast: blocks mitochondrial division or promotes mitochondrial fusion; S. cerevisiae fusion-defective mutant growth rescue, CellTiterGlo 48 h; Potency, µM (series often up to 46.1 µM), inactives show at the top dose growth rescue (activation), hits mostly activators; 320,000 compounds, 0.23% hits; AID 485298;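 further: potency means the concentration at half of the fitted maximal effect; % of control where 0% means no effect; nearly all actives have a fitted effect of over 45% in size; temperature-sensitive fusion mutants such as fzo1-1 at 37 °C on non-fermentable ethanol glycerol medium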
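S. cerevisiae fusion-defective temperature-sensitive mutants (e.g. fzo1-1, mgm1-5) grown 48 h at 37C in YPEG (ethanol/glycerol non-fermentable) medium with 23 nl compound per well; growth rescue read as CellTiterGlo luminescence.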
hERG WT inh: inhibitors of human wildtype KCNH2 potassium channel; AID 720551; Q12809; activity change, % at 1.84 µM; U2OS, BacMam KCNH2, thallium flux FluxOr; stronger effect = lower value; 340,000 compounds, 0.37% hits;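 active means maximum activity change below -70%; inconclusive means maximum activity change between -70% and -50%; inactive means maximum activity change above -50%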; further: on the % scale 0 is the no-effect control and ±100 the full control effect
Target sequence (Q12809 whole entry, looked up): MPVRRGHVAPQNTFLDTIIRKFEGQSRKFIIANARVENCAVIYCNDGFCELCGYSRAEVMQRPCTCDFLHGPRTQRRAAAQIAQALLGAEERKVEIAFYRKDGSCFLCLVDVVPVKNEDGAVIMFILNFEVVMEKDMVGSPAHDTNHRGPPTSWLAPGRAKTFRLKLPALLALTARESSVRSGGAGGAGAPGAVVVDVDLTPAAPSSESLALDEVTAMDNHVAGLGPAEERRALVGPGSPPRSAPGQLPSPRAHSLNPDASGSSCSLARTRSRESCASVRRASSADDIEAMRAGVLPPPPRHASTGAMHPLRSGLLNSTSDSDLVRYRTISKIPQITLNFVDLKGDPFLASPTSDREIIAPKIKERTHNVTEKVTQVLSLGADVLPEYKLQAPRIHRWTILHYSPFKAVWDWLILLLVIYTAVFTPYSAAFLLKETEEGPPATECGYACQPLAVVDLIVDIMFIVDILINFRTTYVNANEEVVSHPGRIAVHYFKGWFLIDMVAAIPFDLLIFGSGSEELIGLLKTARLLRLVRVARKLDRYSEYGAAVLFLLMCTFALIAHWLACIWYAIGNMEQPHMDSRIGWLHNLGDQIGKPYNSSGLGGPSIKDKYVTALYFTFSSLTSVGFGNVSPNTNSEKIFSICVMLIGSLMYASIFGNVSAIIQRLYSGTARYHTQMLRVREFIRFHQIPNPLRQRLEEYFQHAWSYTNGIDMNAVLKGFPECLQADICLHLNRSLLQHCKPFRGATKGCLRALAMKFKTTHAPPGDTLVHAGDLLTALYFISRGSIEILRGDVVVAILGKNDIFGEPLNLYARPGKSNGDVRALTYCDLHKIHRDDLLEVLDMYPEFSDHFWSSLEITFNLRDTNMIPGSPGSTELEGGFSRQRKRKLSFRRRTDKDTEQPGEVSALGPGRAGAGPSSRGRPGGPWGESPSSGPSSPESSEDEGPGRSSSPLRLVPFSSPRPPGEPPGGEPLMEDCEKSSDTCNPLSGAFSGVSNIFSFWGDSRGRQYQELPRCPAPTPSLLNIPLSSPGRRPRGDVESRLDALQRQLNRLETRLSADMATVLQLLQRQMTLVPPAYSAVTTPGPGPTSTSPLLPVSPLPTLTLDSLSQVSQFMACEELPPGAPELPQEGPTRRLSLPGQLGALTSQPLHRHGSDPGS
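U2OS cells were transduced with wild-type KCNH2 virus (2.03 x 10^8 / mL) for 4 h at room temperature, then cultured overnight at 37 C. Thallium flux was read with FluxOr dye. Rate constants were normalized to DMSO controls.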
Menin-MLL TR inh: displaces Texas Red mutant MLL peptide from human menin; O00255; Menin + Texas Red MLL mutant peptide, fluorescence polarization; Potency, µM (series often up to 61.6 µM), for the others: at the top dose FP activity change, negative = inhibition, hits mostly inhibitors; 270,000 compounds, 0.23% hits; AID 1768; active means well fitted inhibition curve with a large enough effect in the polarisation, with a control signal flat, not every such curve was filed as active; inconclusive means small, poorly fitted or top-dose-only effect, or effect the other way, or a change in a side signal; inactive means no such curve, though single readings can be large or run the other way; the % refers to the polarisation; further: potency means the concentration at half of the fitted maximal effect; % of control where 0% means no effect; many of its hits are not listed in these tables
Eya2 phos inh: inhibitors of human Eya2 phosphatase activity. O00167. Potency, µM (doses to about 76.9 µM), for the others: at the top dose activity, negative = inhibition, hits mostly inhibitors. AID 488837. recombinant Eya2, OMFP fluorescence dephosphorylation (OMFP is methylfluorescein phosphate). 330,000 compounds, 0.006% hits; further: potency means the concentration at half of the fitted maximal effect; on the % scale 0 is the no-effect control and ±100 the full control effect
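Eya2 (0.2 uM) preincubated 10 min at ambient with compound, then OMFP substrate added at 50 uM; 10 min reaction in 50 mM HEPES pH 7.5, 50 mM NaCl, 5 uM MgCl2, 0.05% BSA, 1 mM DTT. Fluorescence read at Ex 485/Em 525 nm.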
TSHR antag: antagonists of human thyroid stimulating hormone receptor | P16473 | TSHR-expressing cells, TSH-stimulated cAMP HTRF, 2 h; stronger effect = lower value | activity change, negative = inhibition, % at 11.5 µM | 330,000 compounds, 0.2% hits | AID 504810;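 active means activity change below a set negative limit, meaning inhibition stronger than a set level, cut at about -70% in these data; inconclusive means activity change between two set negative limits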; further: on the % scale 0 is the no-effect control and ±100 the full control effect
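Antagonism was scored as loss of TSH-driven cAMP in TSHR cells, stimulated with 4nM TSH (EC80) for 2 hours at 37 deg C and detected by homogeneous HTRF competition immunoassay.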
USP2a block: inhibitors of human ubiquitin-specific protease USP2a; O75604; USP2 core, Ub-CHOP2 coupled fluorogenic reporter, 485/531; Potency, µM (highest dose often 38.3 µM), for inactives: at the highest dose activity change, negative = inhibition, usual class: inhibitors; 330,000 compounds, 0.01% hits; AID 463254;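 further: potency means the concentration at half of the fitted maximal effect; plate controls were DMSO wells for no effect and full inhibition by NEM control for full effect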
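Deubiquitinase activity read as fluorescence (485/531 nm) after Ub-CHOP2 cleavage activates the enterokinase reporter on its substrate; USP2 core 10nM, Ub-CHOP2 and substrate 25nM each, 30min compound preincubation then 60min RT; data normalized to NEM, curves fitted.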
S-ASM inh: human S-ASM enzyme inhibition; placental ASM, HMU-PC fluorogenic substrate, 60 min; Potency, µM (highest dose often 57.5 µM), for inactives: at the highest dose activity change, negative = inhibition, actives largely listed as inhibitors; 340,000 compounds, 0.006% hits; further: potency means the concentration at half of the fitted maximal effect
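HMU-PC0 cleavage (9 uM final) by human placental ASM, 60 min at 37 °C following 10 min compound exposure at RT; stopped at pH 10, fluorescence Ex 386/Em 447 nm.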
MBNL1-CUG inh: MBNL1-poly(CUG) RNA binding inhibition | Q9NR56 | TR-FRET MBNL1-His/biotin-(CUG)12 binding, 665/545 ratio | Potency, µM (top dose mostly 57.5 µM), without a hit: at the top dose activity change, negative = inhibition, most hits filed as inhibitors | 280,000 compounds, 0.036% hits; active means well fitted inhibition curve with a large enough effect in the signal ratio, with a control signal flat, not every such curve was filed as active; inconclusive means small, poorly fitted or top-dose-only effect, or effect the other way, or a change in a side signal; inactive means no such curve, though single readings can be large or run the other way; the % refers to the signal ratio; further: potency means the concentration at half of the fitted maximal effect; on the % scale 0 is the no-effect control and ±100 the full control effect
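Inhibition of protein-RNA binding appears as loss of TR-FRET between terbium anti-His antibody on MBNL1-His and streptavidin-XL665 on biotin-(CUG)12. Activity is normalized to buffer-only and uninhibited-complex controls.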
GALK inh: inhibitors of human galactokinase | Purified GALK, Kinase-Glo residual ATP luminescence | P51570 | 270,000 compounds, 0.007% hits | AID 1868 | Potency, µM (top dose mostly 57.5 µM), without a hit: at the top dose activity change, negative = inhibition, hits mostly inhibitors; further: potency means the concentration at half of the fitted maximal effect; on the % scale 0 is the no-effect control and ±100 the full control effect
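ATP-depletion format; final 35 uM ATP, 100 uM D-galactose, 5 nM enzyme; pH 8.0 HEPES/Mg2+ buffer; 60 min RT; luminescence read 10 min after detection reagent.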
* = called active by the depositor; ? = inconclusive; · = not tested or not shown; & = joins results of further samples; [ ] = remark or other dose. Unless noted, the call rests on the fitted dose curve; in most records, active means well fitted curve in the direction sought with a large enough effect; inconclusive means small, poorly fitted or top-dose-only effect, or another doubt; inactive means no such curve, though single readings can be large; an effect the other way counts as inactive or inconclusive. These rows are one share of the data, so the mix of outcomes need not match the whole.

SMILES | PKM2 act | Chronic BCR inh | Mito fusion yeast | hERG WT inh | Menin-MLL TR inh | Eya2 phos inh | TSHR antag | USP2a block | S-ASM inh | MBNL1-CUG inh | GALK inh
Nc1c(/C=C2/C=CC(=O)C(O)=C2)c(=O)nc2sc(CC(=O)N3CCCCC3)nn12 | 8.3% | -7.4% | -9.6% | 16.3 | ? | 6.0% | 37.2 | 0.2% | 6.1% | ? | -24.5%
CCCCOC(=O)Nc1ccc2c(C)cc(=O)oc2c1 | -4.7% | ? | 8.8% | 0.7 | 6.9% | -2.9% | -3.5 | -0.4% | -2.7% | ? | -2.2%
CCS(=O)(=O)N1CCCC(C(=O)NCCCOC)C1 (configuration not stated) | -3.6% | 2.8% | 0.6% | -7.5 | -1.7% | ? | 19.8 | -1.7% | 2.6% | -9.7% | -1.1%
O=C(CN1C(=O)NC2(CCCc3ccccc32)C1=O)NC1CCCCC1 (configuration not stated) | · | 3.4% | -9.0% | -1.1 | · | 1.2% | -1.8 | 0.2% | 3.2% | · | ·
Cc1onc(-c2c(Cl)cccc2Cl)c1C(=O)NCc1ccccn1 | -9.9% | 1.0% | 9.3% | 41.0 | 12.9% | 4.2% | -5.9 | 2.8% | 4.7% | 1.9% | 0.1%
Cc1cccc(C)c1NC(=O)CSc1nnc(-c2ccco2)c(-c2ccco2)n1 | 11.2µM* | ? | 1.6% | 5.7 | ? | -13.3% | 13.2 | -21.5% | -16.2% | ? | -0.7%
CNC(=O)NC(=O)CSc1ncc(C(F)(F)F)cc1Cl | 0.398µM* | 0.1% | -0.6% | -3.4 | 10.0% | 9.7% | -9.5 | -7.8% | -2.7% | -1.9% | 0.3%
O=C(C[n+]1ccc(CCSc2ccc(F)cc2)cc1)c1ccccc1 | -6.8% | 0.3% | -4.9% | 3.5 | 17.8µM* | -1.0% | -0.8 | -8.9% | 1.8% | · | 8.5%
CCn1nnnc1SCC(=O)NCc1ccco1 | -1.5% | -1.9% | -2.9% | 5.8 | 0.2% | 16.4% | 3.9 | -4.2% | 6.8% | -2.9% | 0.4%
COc1ccc(OCCCC(=O)OCC(=O)NNC(=O)c2ccc([N+](=O)[O-])cc2)cc1 | · | 24.2% | -3.3% | 14.6 | · | -29.6% | 0.8 | 1.5% | -2.9% | · | ·
CCOc1cc2[nH]c(=S)n(Cc3ccc(C)o3)c(=O)c2cc1OCC | -0.1% | -2.1% | -3.5% | 30.7 | 0.3% | 14.7% | -7.6 | 4.6% | 2.9% | 6.2% | -3.8%
CCCCC(CC)CO (configuration not stated) | · | 4.3% | · | 5.0 | · | 2.6% | 36.2 | 1.9% | 3.3% | · | ·
CCOc1ccc(NC(=O)COC(=O)CNC(=O)c2ccc(-c3ccccc3)cc2)cc1 | · | 11.4% | -5.7% | 18.8 | · | 4.8% | 17.7 | 1.2% | -1.4% | · | ·
COc1cc(C(=O)Nc2nc(-c3ccc(F)cc3)cs2)ccc1OCC(=O)N1CCOCC1 | -1.0% | ? | 8.2% | -4.8 | 28.2% | -5.3% | -3.3 | -1.7% | ? | 7.5% | -2.6%
O=C(c1ccsc1)N1CCCC(Nc2ccc(F)c(F)c2)C1 (configuration not stated) | · | 1.9% | 16.0% | -12.5 | 10.2% | -0.2% | 12.5 | -3.6% | 1.2% | -2.3% | 4.1%
Cc1cccc(Oc2ccccc2NC(=O)CN2C(=O)NC3(CCCC3)C2=O)c1 | · | -1.0% | 2.6% | 4.9 | · | 15.8% | 3.0 | -1.8% | -2.2% | · | ·
CCN(CC)S(=O)(=O)c1ccc(/C=C/C(=O)OCC(=O)Nc2cccnc2Cl)cc1 | · | 0.3% | -2.7% | 4.9 | · | -8.4% | -11.9 | -0.2% | -1.4% | · | ·
Clc1ccc(N=c2ssnc2Cl)nc1 | 5.8% | ? | 8.5% | -0.2 | -20.1% | -4.1% | 33.6 | 7.0% | -5.5% | 1.8% | 1.8%
CC1CCCCC12NC(=O)N(CC(=O)N1CCN(C(=O)c3cccs3)CC1)C2=O (configuration not stated) | · | -0.8% | -4.2% | 2.0 | · | 22.9% | -7.1 | 0.5% | 0.2% | · | ·
CS(=O)(=O)c1ccc(Cl)c(NC(=O)COC(=O)c2ccc(S(=O)(=O)N3CCCC3)cc2)c1 | · | 3.0% | · | -16.0 | · | -4.1% | -3.8 | 1.8% | 1.4% | · | ·
Cc1nnc(N2C(=O)C(O)=C(C(=O)c3ccco3)C2c2ccc(F)cc2)s1 (configuration not stated) | 19.5% | 25.1% | 1.3% | 1.4 | 14.2% | -22.0% | -4.0 | 0.9% | 0.2% | ? | -3.7%
CCC1CCCCN1S(=O)(=O)c1c(C)n(C)c(=O)n(C)c1=O (configuration not stated) | · | 0.1% | -2.8% | -4.6 | · | 1.5% | 10.5 | -0.9% | · | · | ·
CCCOc1ccc(CSc2ncn[nH]2)cc1 | -4.3% | ? | 5.0% | -5.8 | 16.1% | 11.7% | -4.3 | -2.1% | 4.7% | -1.0% | -1.0%
CC1(C)CCCN(C(=O)c2ccc3c(c2NCCO)C(=O)c2ccccc2C3=O)C1 | -7.2% | ? | ? | 4.8 | -21.5% | -13.5% | 9.5 | -1.2% | -16.7% | ? | ·
COc1cccc(C(=O)NNS(=O)(=O)c2ccc(F)cc2)c1 | ? | ? | 3.8% | -6.3 | -0.1% | 11.2% | 7.1 | -0.2% | 6.0% | -0.7% | 1.6%
CN1CCN(c2ccc(CNS(=O)(=O)c3cccc(F)c3)cc2)CC1 | 0.7% | ? | 2.7% | -0.3 | · | -0.1% | -2.9 | 0.7% | 2.5% | -4.6% | ·
COc1ccc([N+](=O)[O-])cc1N(CC1CO1)S(=O)(=O)c1ccc(C)cc1 (configuration not stated) | 2.1% | -0.7% | 4.9% | -10.9 | -17.0% | -3.2% | -9.4 | 2.4% | -1.4% | ? | -3.5%
COc1ccc(OC)c(NC(=O)CSc2nc3n[nH]c(C)c3c(=N)n2-c2cccc(Cl)c2C)c1 | · | ? | 6.31µM* | -5.4 | 36.8%[activator] | -9.7% | -14.1 | -1.1% | -17.4% | 1.4% | -1.9%
COc1ccc(NC(=O)CN(c2ccccc2OC)S(=O)(=O)c2cccs2)cc1Cl | · | ? | · | -7.8 | · | -18.2% | 41.7 | 3.5% | -1.8% | · | ·
Cc1csc(CNc2ncnc3ccc(-c4cccnc4)cc23)c1 | · | ? | 0.1% | · | · | 7.3%&25.9% | -13.7&-21.7 | -1.3%&-0.2% | -0.3% | · | ·
Cn1c(=O)c([N+](=O)[O-])c(NC2CCS(=O)(=O)C2)c2ccccc21 (configuration not stated) | -1.8% | -1.7% | -1.2% | 5.3 | · | 3.2% | -0.6 | 4.3% | -2.6% | ? | 2.3%
Cc1cc(C(=O)CSc2nc3ccccc3o2)c(C)n1C1CC1 | -2.6% | ? | 25.4% | 4.5 | 32.7%[activator] | -7.3% | -24.2 | 1.8% | -5.4% | -3.6% | -1.8%
CCN(CC(=O)Nc1ccc2c(c1)OCCO2)CC(=O)Nc1ccc(C)c([N+](=O)[O-])c1 | · | -0.2% | · | -4.4 | · | -8.6% | 16.3 | -1.5% | -6.5% | · | ·
Nc1nonc1-n1nnc(C(=O)N/N=C/c2ccc(Cl)cc2)c1-c1ccc2c(c1)OCO2 | · | ? | -2.5% | -1.3 | · | 7.4% | -11.1 | 2.6% | 3.8% | -3.4% | 6.7%
C=CCNC(=O)c1ccc(C2SCC(=O)N2Cc2ccco2)cc1 (configuration not stated) | 24.9% | -4.0% | 3.5% | -0.6 | 0.4% | -2.4% | 3.7 | 2.5% | -8.2% | 3.4% | -2.2%
COc1ccc(CCNC(=O)C(=O)NCC2OCCN2S(=O)(=O)c2ccc(OC)c(OC)c2)cc1OC (configuration not stated) | 0.0% | ? | 2.5% | 5.2 | 0.2% | -18.6% | 6.0 | 0.3% | -0.2% | -12.8% | ·
